From PubChem BioAssay
Pol eta inh = qHTS for Inhibitors of Polymerase Eta. recombinant Pol eta, fluorescent DNA replication assay. Potency, µM (doses to about 114 µM), inactives show at the highest dose activity change, negative = inhibition, usual class: inhibitors. hit rate 1.2% among 390,000. AID 588591, 2011; note: % is set by controls: 0 for no effect and ±100 for the full control effect
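Pol eta (10 nM) was preincubated with compounds for 15 min at room temperature, after which fluorescent replication substrate (50 nM final) was added to start the reaction. Fluorescence was read kinetically at 0 and 10 min.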
G9a inh = qHTS Assay for Inhibitors of Histone Lysine Methyltransferase G9a | hit rate 8.8% among 350,000 | G9a H3K9 monomethylation, AlphaScreen, 2 h | Potency, µM (highest dose often 102 µM), without a hit: at the highest dose activity, negative = inhibition, actives largely listed as inhibitors; note: % is set by controls: 0 for no effect and ±100 for the full control effect; nearly all actives have a fitted effect of over 75% in size
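Chemiluminescent proximity detection of H3K9 monomethylation, read after 10 min bead incubation in the dark. Reaction: 20 nM G9a, 500 nM biotin-H3K9 peptide, 20 uM SAM cofactor, 2 h, room temperature, following 15 min enzyme-compound preincubation.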
Pol kappa inh = qHTS for Inhibitors of Polymerase Kappa. hit rate 0.53% among 400,000. AID 588579, 2011. Potency, µM (titrated, usually from 107 µM), for the others: top-dose activity, negative = inhibition, usual class: inhibitors. purified Pol kappa, fluorescent DNA synthesis assay, 10 min; note: % is set by controls: 0 for no effect and ±100 for the full control effect
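50 nM final substrate added after 15 min RT preincubation of 10 nM Pol kappa with compound; fluorescence read at 0 and 10 min.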
Pol iota inh = qHTS for Inhibitors of Polymerase Iota. Potency, µM (top dose mostly 115 µM), for inactives: at the highest dose activity, negative = inhibition, usual class: inhibitors. DNA polymerase iota (Homo sapiens), Q9UNA4. Pol iota fluorescent replication assay, 10 min. AID 588590, 2011. hit rate 1% among 390,000
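Fluorescent replication assay read twice, at 0 min and 10 min after adding 50 nM (final) substrate. Enzyme (10 nM) and compounds were first incubated 15 min at room temperature; enzyme-free buffer wells were negative controls.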
BLM helicase inh = qHTS Assay for Inhibitors of Bloom's syndrome helicase (BLM) | RecQ-like DNA helicase BLM (Homo sapiens), P54132 | recombinant BLM DNA unwinding, fluorescence dequenching | hit rate 0.2% among 350,000 | Potency, µM (top dose mostly 56.1 µM), inactives show at the top dose activity change, negative = inhibition, actives largely listed as inhibitors | AID 2528, 2010;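 note: plate controls were vehicle for no effect and no enzyme for full effect; nearly all actives have a fitted effect of over 35% in size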
Target sequence (P54132 whole entry, looked up): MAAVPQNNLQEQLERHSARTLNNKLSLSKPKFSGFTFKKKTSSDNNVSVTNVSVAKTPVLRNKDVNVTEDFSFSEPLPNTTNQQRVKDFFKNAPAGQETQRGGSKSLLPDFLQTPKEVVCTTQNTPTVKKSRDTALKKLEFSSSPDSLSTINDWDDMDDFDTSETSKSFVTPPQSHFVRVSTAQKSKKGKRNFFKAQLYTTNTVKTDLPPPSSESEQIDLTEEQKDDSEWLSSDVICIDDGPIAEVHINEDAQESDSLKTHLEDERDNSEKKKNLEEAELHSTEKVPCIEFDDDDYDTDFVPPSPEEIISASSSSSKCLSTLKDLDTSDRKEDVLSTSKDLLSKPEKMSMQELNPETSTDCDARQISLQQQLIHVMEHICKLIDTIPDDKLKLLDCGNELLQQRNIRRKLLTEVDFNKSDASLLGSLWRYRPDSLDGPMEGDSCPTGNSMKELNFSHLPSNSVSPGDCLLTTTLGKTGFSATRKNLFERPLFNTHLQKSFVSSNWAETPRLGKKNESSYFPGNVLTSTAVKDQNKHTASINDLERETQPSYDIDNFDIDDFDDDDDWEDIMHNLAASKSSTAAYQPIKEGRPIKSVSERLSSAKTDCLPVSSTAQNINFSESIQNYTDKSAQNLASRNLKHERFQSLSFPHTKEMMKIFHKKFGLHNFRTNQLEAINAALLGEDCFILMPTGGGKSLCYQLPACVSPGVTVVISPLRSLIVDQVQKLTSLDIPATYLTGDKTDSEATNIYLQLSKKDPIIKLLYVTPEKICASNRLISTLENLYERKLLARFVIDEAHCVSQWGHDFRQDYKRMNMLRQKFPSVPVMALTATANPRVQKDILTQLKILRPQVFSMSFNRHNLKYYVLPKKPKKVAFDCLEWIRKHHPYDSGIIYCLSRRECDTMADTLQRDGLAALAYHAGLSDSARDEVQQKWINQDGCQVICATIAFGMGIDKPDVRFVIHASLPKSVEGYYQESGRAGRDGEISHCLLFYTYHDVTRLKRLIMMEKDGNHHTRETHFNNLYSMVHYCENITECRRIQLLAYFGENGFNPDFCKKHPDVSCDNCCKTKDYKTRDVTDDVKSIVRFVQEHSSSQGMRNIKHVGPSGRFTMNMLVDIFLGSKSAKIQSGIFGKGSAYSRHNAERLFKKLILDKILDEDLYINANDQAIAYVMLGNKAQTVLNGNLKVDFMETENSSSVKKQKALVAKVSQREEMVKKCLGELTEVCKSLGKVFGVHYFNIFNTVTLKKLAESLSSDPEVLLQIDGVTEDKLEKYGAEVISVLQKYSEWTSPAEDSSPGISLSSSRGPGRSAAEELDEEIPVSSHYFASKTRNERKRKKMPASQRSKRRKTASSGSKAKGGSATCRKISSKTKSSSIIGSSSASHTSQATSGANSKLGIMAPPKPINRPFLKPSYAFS
POLB inh = qHTS Assay for Inhibitors of DNA Polymerase Beta | P06746 | Pol beta primer extension/strand displacement, fluorescence kinetic | Potency, µM (series often up to 114 µM), without a hit: at the top dose activity change, negative = inhibition, actives largely listed as inhibitors | hit rate 1.3% among 340,000; note: % is set by controls: 0 for no effect and ±100 for the full control effect
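Curves were derived by four-parameter Hill fits of normalized qHTS data. The kinetic fluorescent primer-extension read was taken at 0 and 10 min after 50 nM substrate, following a 15 min room-temperature preincubation of 10 nM enzyme with compounds.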
JMJD2A Tudor inh = qHTS Assay for Inhibitors of JMJD2A-Tudor Domain; Potency, µM (series often up to 114 µM), for inactives: top-dose activity change, negative = inhibition, usual class: inhibitors; hit rate 4.4% among 390,000; Lysine-specific demethylase 4A (Homo sapiens), O75164; AlphaScreen JMJD2A-Tudor / H3K4me3 peptide binding; AID 504339, 2011; note: % is set by controls: 0 for no effect and ±100 for the full control effect; nearly all actives have a fitted effect of over 50% in size
APEX1 inh = qHTS Assay for Inhibitors of the Human Apurinic/apyrimidinic Endonuclease 1 (APE1); DNA repair nuclease/redox regulator APEX1 (Homo sapiens), P27695; recombinant APE1, TAMRA/BHQ-2 abasic DNA cleavage fluorescence; Potency, µM (highest dose often 65.8 µM), inactives show at the top dose activity change, negative = inhibition, actives largely listed as inhibitors; hit rate 0.35% among 350,000;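 note: plate controls were vehicle for no effect and reference inhibitor for full effect; nearly all actives have a fitted effect of over 55% in size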
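Activity was derived from the fluorescence gain between first and third kinetic reads (60 s intervals, ex 525/em 598 nm) after 50 nM THF-abasic TAMRA/BHQ-2 duplex was added to 0.75 nM APE1 preincubated 15 min with compound.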
BAZ2B block = qHTS Assay for Inhibitors of BAZ2B | Bromodomain adjacent to zinc finger domain protein 2B (Homo sapiens), Q9UIF8 | AlphaScreen BAZ2B-H3K14Ac peptide displacement | Potency, µM (series often up to 114 µM), for inactives: at the highest dose activity change, negative = inhibition, usual class: inhibitors | hit rate 4.4% among 360,000 | AID 504333, 2011; note: % is set by controls: 0 for no effect and ±100 for the full control effect; nearly all actives have a fitted effect of over 60% in size
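Multi-concentration screen (max 110 uM) measuring displacement of acetylated histone H3 peptide from BAZ2B by AlphaScreen, using 50 nM protein, 50 nM peptide and 10 ug/mL streptavidin donor plus Ni-chelate acceptor beads.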
* marks the source's active call; other numbers are inactive results; ? = inconclusive; . = not tested or not shown; ! = repeats disagree; [ ] = another dose, or the depositor's remark. Calls come from the whole dose curve; as a rule, active = well fitted curve in the direction sought with a large enough effect; inconclusive = small, poorly fitted or top-dose-only effect, or another doubt; inactive = no such curve, though single readings can be large; an effect the other way counts as inactive or inconclusive. Potency is the fitted concentration of half-maximal effect. A portion of the library (hit frequency here may not be typical).

Sequence of screens – Pol eta inh	G9a inh	Pol kappa inh	Pol iota inh	BLM helicase inh	POLB inh	JMJD2A Tudor inh	APEX1 inh	BAZ2B block
C(=N/n1c2ccccc2c2ccccc21)/c1ccco1
  -2%	?	-14%	1%	-5%	?	?	-1%	8.9µM*
CC(=O)c1c(C)[nH]c(C(=O)Nc2cccc(C#N)c2)c1C
  -11%	-5%	-9%	-21%	-1%	11%	-17%	20%	-29%
Cn1nc(C(F)(F)F)c(/C=N/OC(=O)c2ccccc2)c1SCc1ccc(Cl)cc1
  -17%	-1%	3%	7%	0%	17%	12%	-1%	-26%
CN(C)CCCNC(=O)C[C@H]1C[C@H](C(=O)N2CCOCC2)[C@@]2(CCC3CCCC3)c3[nH]c4cc(-c5ccco5)ccc4c3CCN2C1=O
  -14%	.	14%	26%	.	.	?	30%	.
CCCC(=O)Nc1cc(C)c(NC(=O)c2cccs2)cn1
  -18%	12%	-8%	4%	-2%	28%	2%	15%	-6%
CN(C)CCCN(C(=O)c1ccc(S(=O)(=O)N(C)C2CCCCC2)cc1)c1nc2ccc(Br)cc2s1
  2%	.	-2%	-3%	-2%	-18%	35µM*	0%	?
O=Nc1onc(-c2ccc([N+](=O)[O-])cc2)c1NO
  -19%	-18%	0%	183%[activator]	4%	-19%	-9%[57.1 µM]	-3%	-17%
Cc1nn(Cc2c(Cl)cccc2Cl)c(C)c1NC(=O)CCCn1nc([N+](=O)[O-])c(Cl)c1C
  0%	12%	-13%	12%	-2%	28%	-6%	9%	9%
COCCn1c(SCC(=O)N(C)c2c(N)n(Cc3ccccc3)c(=O)[nH]c2=O)nnc1-c1cccc(C)c1
  -16%	?	1%	81%[activator]	.	.	-16%	21%	-2%
O=C(NNC(=O)c1ccccc1Br)c1cnccn1
  -16%	.	2%	5%	.	.	-4%	3%	.
NC[C@H](O)c1ccc(O)c(O)c1
  -4%	9.5µM*	0.71µM*!	4µM*!	3.5µM*	-3%[57.1 µM]	7.9µM*	0.89µM*!	?
CCC1CCCCN1C(=S)Nc1ccc(OC(F)F)cc1 (stereo unspecified)
  -17%	5%[59 µM]	-7%	-12%	-1%	11%	3%	6%	-33%
CCOC(=O)N1CCC(NC(=O)C2CCC(Cn3c(=O)[nH]c4ccccc4c3=O)CC2)CC1 (stereo unspecified)
  7%	.	-2%	27%	.	.	-1%	.	.
c1ccc(N2CCN(c3nnnn3-c3ccccc3)CC2)cc1
  0%	10%	-2%	-5%	1%	-20%	-22%	-5%	0%
COc1ccc(-n2nnc3c(=O)n(CC(=O)N4CCC(C)CC4)cnc32)cc1
  -5%	-11%[59 µM]	10%	17%	2%	-7%	-7%	-2%	4%
CCCC(=NCCc1c(C)[nH]c2ccccc12)C1=C(O)CC(c2ccccc2)CC1=O (stereo unspecified)
  -25%	-24%[59 µM]	-7%	89µM*	-4%	2%	?	1%	?
O=C(O)CC/C(=N\NC(=O)CNC(=O)c1cccc(Cl)c1)c1ccccc1
  10%	-10%	-24%	6%	1%	22%	-10%	-3%	-21%
Cc1ccc(-c2c[n+]3c(n2-c2ccccc2)SCC3)cc1
  -17%	1%	-2%	38%[activator]	1%	-1%	-16%	0%	-8%
Cc1ccc(NC(=O)Cn2ccnc2)cc1C
  -18%	22%	10%	10%	0%	20%	-9%	29%	1%
CC(C)(C)c1ccc(C(=O)N2CCN(C(=O)c3cccs3)CC2)cc1
  -20%	.	-3%	36%[activator]	.	.	-12%	11%	.
FC(F)(F)c1nnc2n1N=C(c1cccs1)CS2
  -7%	9%	0%	121%[activator]	-2%	72%[activator]	-5%	11%	14%
O=C(COC(=O)c1ccc(O)cc1O)NC12CC3CC(CC(C3)C1)C2
  ?	22%[12.7 µM]	-5%	7%	.	.	-5%	?	3%
Cc1csc(SCC(=O)Nc2ccccn2)n1
  -4%	6%[12.7 µM]	-6%	18%	0%	34%	-3%	-9%	-2%
CCOC(=O)N1CCC(NC(=O)c2ccc3c(c2)N(Cc2ccc(Cl)cc2)C(=O)c2ccccc2S3(=O)=O)CC1
  -13%	-47%[59 µM]	-22%	21%	-9%	3%	-20%	.	-13%
CC(C)(C)c1cnnn1-c1ccc(C=O)cc1
  3%	1%[59 µM]	-15%	-6%[58.9 µM]	5%	3%	-11%	5%	3%
Cc1c(Br)c([N+](=O)[O-])nn1CC(=O)N(C)Cc1ccccc1
  ?	?	-12%	21%	1%	28%	-15%	5%	-20%
COc1ccc(C(=O)N(C)Cc2nc3ccccc3c(=O)[nH]2)cc1S(=O)(=O)N1CCCC1
  -3%	15%[12.7 µM]	-14%	17%	.	.	-3%	17%	3%
CNS(=O)(=O)c1ccc(NS(=O)(=O)c2ccccc2F)cc1
  -16%	21%	-7%	16%	1%	-13%	-1%	0%	.
COC1OC2COC(c3ccccc3)OC2C(O)C1NC(=O)c1ccccc1 (stereo unspecified)
  4%	.	-7%	25%	.	.	-13%	.	.
Cc1cccc(/C=N/NC(=O)Cn2nccc2C)n1
  -15%	7%	-6%	194%[activator]	-8%	11%[57.1 µM]	?	-1%	5%

Sorted by molecular weight (rising): three of the compounds above
Sequence of screens – Pol eta inh	G9a inh	Pol kappa inh	Pol iota inh	BLM helicase inh	POLB inh	JMJD2A Tudor inh	APEX1 inh	BAZ2B block
O=C(COC(=O)c1ccc(O)cc1O)NC12CC3CC(CC(C3)C1)C2
  ?	22%[12.7 µM]	-5%	7%	.	.	-5%	?	3%
COC1OC2COC(c3ccccc3)OC2C(O)C1NC(=O)c1ccccc1 (stereo unspecified)
  4%	.	-7%	25%	.	.	-13%	.	.
CCOC(=O)N1CCC(NC(=O)c2ccc3c(c2)N(Cc2ccc(Cl)cc2)C(=O)c2ccccc2S3(=O)=O)CC1
  -13%	-47%[59 µM]	-22%	21%	-9%	3%	-20%	.	-13%

Random excerpt: 3 entries already listed, in no set order.
Sequence of screens – Pol eta inh	G9a inh	Pol kappa inh	Pol iota inh	BLM helicase inh	POLB inh	JMJD2A Tudor inh	APEX1 inh	BAZ2B block
CNS(=O)(=O)c1ccc(NS(=O)(=O)c2ccccc2F)cc1
  -16%	21%	-7%	16%	1%	-13%	-1%	0%	.
CC(C)(C)c1cnnn1-c1ccc(C=O)cc1
  3%	1%[59 µM]	-15%	-6%[58.9 µM]	5%	3%	-11%	5%	3%
CCOC(=O)N1CCC(NC(=O)c2ccc3c(c2)N(Cc2ccc(Cl)cc2)C(=O)c2ccccc2S3(=O)=O)CC1
  -13%	-47%[59 µM]	-22%	21%	-9%	3%	-20%	.	-13%

Compounds listed so far that contain a thiophene ring, fused or not (three):
Sequence of screens – Pol eta inh	G9a inh	Pol kappa inh	Pol iota inh	BLM helicase inh	POLB inh	JMJD2A Tudor inh	APEX1 inh	BAZ2B block
CCCC(=O)Nc1cc(C)c(NC(=O)c2cccs2)cn1
  -18%	12%	-8%	4%	-2%	28%	2%	15%	-6%
CC(C)(C)c1ccc(C(=O)N2CCN(C(=O)c3cccs3)CC2)cc1
  -20%	.	-3%	36%[activator]	.	.	-12%	11%	.
FC(F)(F)c1nnc2n1N=C(c1cccs1)CS2
  -7%	9%	0%	121%[activator]	-2%	72%[activator]	-5%	11%	14%

(list continues)
Sequence of screens – Pol eta inh	G9a inh	Pol kappa inh	Pol iota inh	BLM helicase inh	POLB inh	JMJD2A Tudor inh	APEX1 inh	BAZ2B block
COc1cccc(CNS(=O)(=O)c2c(C(=O)N3CCCC3)c(C)n(C)c2C)c1
  -13%	?	-14%	77%[activator]	0%	-1%	-25%	6%	?
Cc1ccccc1C(=O)O/N=C/c1c(N2CCOCC2)n(C)c2ccccc12
  -4%	.	-9%	10%	-5%	-3%	-26%	-2%	-29%
Cn1c(SCc2ccccc2Cl)nc(C(F)(F)F)cc1=O
  -1%	?	-7%	8%	-2%	1%	-1%	0%	13%
COc1ccc2c3c(c(=O)oc2c1OCC(=O)C(C)(C)C)CCCC3
  -16%	7%[12.7 µM]	-1%	13%	1%	2%	-9%	-4%	79µM*
O=S(=O)(c1ccc(F)cc1)N1CCN(Cc2nnc(-c3ccccc3)o2)CC1
  4%	-3%[12.7 µM]	-2%	-9%	.	.	-4%	-17%	-4%
CCN1CCN(c2ccc(S(=O)(=O)N3CCCCC3)cc2NC(=O)/C=C/c2cccc(OC)c2OC)CC1
  -10%	.	-5%	24%	0%	18%	?	-3%	?
CCc1ccc(Nc2ncnc3c2cnn3-c2cc(Cl)ccc2C)cc1
  -3%	-15%[59 µM]	-10%[60.1 µM]	?	-12%	5%	-22%	.	2%
C/C(=C\C(=O)Nc1cscc1C)C(=O)O
  -20%	.	4%	76%[activator]	-12%	4%	-12%	-2%	-12%
CN1CCN(C(=O)C2CCN(S(=O)(=O)c3cnc[nH]3)CC2)CC1
  -7%	12%[12.7 µM]	-11%	2%	-2%	24%	-2%	3%	9%
CCCc1[nH]c(=O)c(C#N)c2c1CCCC2
  -7%	85%[activator][59 µM]	1%	32%[activator]	0%	6%	-8%	0%	?
CCOc1ccc(S(=O)(=O)NCc2cccn2Cc2cccc(C)c2)cc1
  -16%	-7%[59 µM]	-5%[60.1 µM]	34%[activator]	-2%	-6%	-18%	.	-3%
Cc1nccn1CCC(=O)Nc1ccc(Cl)cc1
  -12%	-49%[59 µM]	-13%	38%[activator]	-3%	3%	-23%	-3%	-25%
